S1P4 antagonist – S1P4 receptor antagonists, primary screen, cell-based; Sphingosine 1-phosphate receptor 4 (Homo sapiens), O95977; S1P4-expressing cells, antagonist mode, reporter read-out; inhibition, % at 4.98 µM; 220,000 compounds, 0.26% hits; AID 1510, 2009; in the data active = inhibition above about 29%;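 also: 0% = wells stimulated with agonist and 100% = vehicle wells without agonist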
Target sequence (O95977 whole entry, looked up): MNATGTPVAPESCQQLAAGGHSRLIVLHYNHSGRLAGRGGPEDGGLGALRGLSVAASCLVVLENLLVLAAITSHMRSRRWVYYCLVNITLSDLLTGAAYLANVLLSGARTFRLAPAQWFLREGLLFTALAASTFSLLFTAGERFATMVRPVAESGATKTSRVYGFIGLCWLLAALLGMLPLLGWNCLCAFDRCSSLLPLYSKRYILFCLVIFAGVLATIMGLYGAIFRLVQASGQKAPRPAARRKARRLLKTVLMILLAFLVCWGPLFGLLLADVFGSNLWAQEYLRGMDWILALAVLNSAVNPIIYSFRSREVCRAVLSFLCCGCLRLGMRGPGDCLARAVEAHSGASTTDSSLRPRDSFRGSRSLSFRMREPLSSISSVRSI
CHOP inh – inhibitors of CHOP promoter induction, primary screen, cell-based, unfolded protein response, luciferase reporter; inhibition, % at 10 µM; 220,000 compounds, 3.8% hits; AID 2732, 2010; CHO-K1 CHOP-promoter luciferase, tunicamycin-induced, 15-18 h;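 active = compounds that reduced the stress-induced luciferase reporter signal by more than about 70% of percent inhibition, limit read from the data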;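 also: 0% = tunicamycin plus vehicle and 100% = wells without tunicamycin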
EP2 modulator – EP2 receptor modulators, cAMP readout, primary screen, cell-based, HTRF cAMP, PGE2 stimulation. EP2-expressing cells, cAMP HTRF FRET, PGE2 co-stimulation. induction, % at 25 µM. 260,000 compounds, 0.83% hits;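 active = compounds whose cAMP rise, as percent of the full-agonist control response, exceeds 60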;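 also: rat C6 glioma line stably carrying human EP2 under a CMV promoter; the protocol text gives 20 µM as final concentration; 100% = response of wells given 1 µM PGE2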
NPY Y1 blocker – NPY-Y1 receptor antagonists, primary screen, cell-based; HEK293-CNG Y1 cells, membrane potential fluorescence; NPY at EC95, then isoproterenol; inhibition, % at 3.6 µM; 200,000 compounds, 1% hits;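 active = inhibition above the campaign mean inhibition of all tested compounds plus 3 SD, cut at about 20% in these data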;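 also: 0% = DMSO wells given NPY plus isoproterenol and 100% = isoproterenol alone without NPY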
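Material: HEK293 Y1/CNG channel cell line; also added: NPY (25 nM), isoproterenol (1 µM), Ro 20-1724 (25 µM); doses: one concentration, 3.6 µM, in 0.4% DMSO; schedule: compound incubation 1 h at room temperature, readout 45 min post-stimulation; technique: membrane potential fluorescence; measure: fluorescence ratio normalized to % inhibition between controls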
S1P4 agonist – S1P4 receptor agonists, primary screen, cell-based. Sphingosine 1-phosphate receptor 4 (Homo sapiens), O95977. AID 1509, 2009. S1P4-expressing cell line, agonist reporter assay. 220,000 compounds, 0.35% hits. activation, % at 4.98 µM; in the data active = activation above about 11%;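 also: 0% = DMSO vehicle and 100% = reference agonist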
zfTRPN1 agonist – zebrafish TRPN1 channel agonists, primary screen, cell-based, HEK293, calcium fluorescence; AID 1424, 2008; HEK293 zebrafish TRPN1-YFP, Fluo-8 calcium fluorescence; 100% = response to 87 µM carbachol; transient receptor potential cation channel N1 (TRPN1/NompC), Danio rerio; 220,000 compounds, 0.18% hits; activation, % at 3 µM;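 active = activation above its plate's cutoff, the mean activation of test wells on that plate plus 3 SD, cut at about 19% in these data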;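 also: 0% = DMSO alone and 100% = 87 µM carbachol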
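System: zebrafish TRPN1-YFP in HEK293 cells / Dosing: 3 µM single point / Timing: dye loading 1 h at 37 °C, then 30 min room temperature / Signal: Fluo-8 calcium fluorescence, excitation 470-495 nm, emission 515-575 nm / Read-out basis: percent activation from peak over basal fluorescence ratio, control-normalized / Control set: high carbachol 87 µM, low DMSO alone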
NPY-Y1 PAM-ag – NPY-Y1 receptor potentiators or agonists, primary screen, cell-based. NPY-Y1 expressing cells, potentiator/agonist activation. activation, % at 3.6 µM. 220,000 compounds, 0.37% hits; in the data active = activation above about 33%, passing the limit was not always enough;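 also: cells stimulated with NPY at EC10 then isoproterenol at EC100; 0% = low agonist plus stimulus and 100% = saturating agonist plus stimulus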
NPY-Y2 PAM-ag – NPY-Y2 potentiators or agonists, primary screen, cell-based. cells expressing NPY-Y2, potentiator/agonist read-out. activation, % at 3.6 µM. 220,000 compounds, 0.45% hits; in the data active = activation above about 27%;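 also: cells stimulated with NPY near EC25 plus isoproterenol at EC100; 0% = vehicle plus submaximal agonist and 100% = vehicle plus saturating agonist; some results beyond the cut were filed as inactive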
Target sequence (P49146 whole entry, looked up): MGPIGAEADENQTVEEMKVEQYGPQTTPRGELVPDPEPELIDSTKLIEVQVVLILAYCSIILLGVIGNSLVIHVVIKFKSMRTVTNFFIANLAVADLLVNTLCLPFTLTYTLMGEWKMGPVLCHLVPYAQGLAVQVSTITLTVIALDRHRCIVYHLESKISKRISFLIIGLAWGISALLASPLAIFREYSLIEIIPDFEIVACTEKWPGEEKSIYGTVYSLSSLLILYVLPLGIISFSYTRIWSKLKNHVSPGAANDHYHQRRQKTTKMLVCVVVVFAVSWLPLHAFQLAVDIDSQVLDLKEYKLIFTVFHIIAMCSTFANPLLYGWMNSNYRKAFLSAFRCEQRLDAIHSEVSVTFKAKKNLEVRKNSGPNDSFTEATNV
TRPML3 ag – human TRPML3 channel agonists, primary screen, cell-based, HEK293 TRPML3-YFP, Fluo-8 calcium fluorescence, 3 µM. 220,000 compounds, 0.29% hits. activation, % at 3 µM. 100% = the carbachol control signal;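 active = activation above its plate's cutoff, the mean activation of the plate's test wells plus 3 SD, cut at about 12% in these data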;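 also: 0% = DMSO only wells and 100% = carbachol wells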
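Material: TRPML3-YFP stable HEK293 cells | Dosing: One concentration, 3 µM nominal, 0.3% DMSO | Timing: 125 s total fluorescence read per well | Technique: Fluo-8 calcium dye fluorescence, ex 470-495, em 515-575 nm | Measure: Percent activation from peak-to-basal fluorescence ratio, scaled between DMSO and carbachol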
Starred values were filed as active, the others as inactive; . = not tested or not shown; & = joins results of further samples.

The line under a structure holds: S1P4 antagonist	CHOP inh	EP2 modulator	NPY Y1 blocker	S1P4 agonist	zfTRPN1 agonist	NPY-Y1 PAM-ag	NPY-Y2 PAM-ag	TRPML3 ag
- COc1ccccc1NS(=O)(=O)c1cccc(C(=O)N/N=C/c2ccc(OCC(=O)O)cc2)c1
→ -14.4	8.1	3.4	5.0	2.7	-0.8	3.1	-8.3	0.5
- N/C(=N\OS(=O)(=O)c1ccc2ccccc2c1)c1cccnc1
→ -21.3	-0.9	-18.6	19.7	0.2	-0.9	-43.7	-30.2	0.8
- Cc1cc(C(=O)NCCC(C)C)c2ccccc2n1
→ 6.5	-1.1	6.8	.	-0.5	0.2	13.8	-7.6	0.1
- CN(CC(=O)Nc1ccc(N2CCOCC2)cc1)C(=O)CC(c1ccccc1)c1ccccc1
→ -5.2	1.7	-6.2	-5.7	0.8	-1.7	8.5	1.6	-0.3
- CCOC(=O)NC(NCC(O)c1ccccc1)(C(F)(F)F)C(F)(F)F (stereo not drawn)
→ -8.8	30.6	-3.4	3.2	1.1	-0.3	3.6	-14.1	0.7
- Cc1c(-c2ccccc2)n[nH]c1C(=O)N=Nc1c(O)[nH]c2ccccc12
→ -22.7	106.2*	-34.9	8.9	1.9	2.1	-4.0	-2.6	0.8
- COc1ccc(-c2cnc(OC(C)(C)C)nc2OC(C)(C)C)cc1OC
→ 20.4	105.8*	60.2	16.2	2.1	0.1	-32.4	-15.9	0.1
- CC1CCC(NC(=O)Cn2c3c(c(-c4ccccc4Cl)cc2=O)CCC3)CC1 (stereo not drawn)
→ -1.4	53.8	16.5	-6.5	-0.4	-1.2	15.0	8.0	-0.8
- Nc1nnc(SCC(=O)N2CCN(c3ccccc3)CC2)n1-c1ccccc1
→ 1.3	-24.1	-12.6	-3.5	-1.7	0.1	-10.1	6.0	1.4
- COC(=O)c1ccc(CSc2ccc3nnc(-c4ccc(OC)cc4)n3n2)o1
→ -1.2	10.7	-79.4	-0.5	-0.3	0.4	5.5	-6.3	1.1
- CN(C)c1nc(OCCNC(=O)COc2ccc(Cl)cc2Cl)nc(N2CCOCC2)n1
→ -14.0	41.0	31.8	-1.5	-0.7	0.0	-14.0	-1.9	-0.4
- CCOc1ccc(NC(=O)CCC(=O)NNC(=O)Nc2cccc(Cl)c2)cc1
→ -6.2	15.1	5.5	-0.7	0.7	-0.3	2.7	8.0	0.8
- O=C(CN1CCc2ccccc2C1)c1cccs1
→ -6.2	16.0	6.4	-2.2	-2.1	0.4	3.6	-2.5	-0.1
- Nn1cc(-c2ccccc2)nc1SCC(=O)NCC1CCCO1 (stereo not drawn)
→ 13.4	-11.3	-28.4	-2.5	0.5	-1.8	4.9	1.8	0.5
- C#CC1(NC(=O)N(C)C)CCCCC1
→ 9.3	18.5	20.5	-4.6	1.9	0.1	-11.4	-9.9	0.8
- COCCN1Cc2cccc(C(=O)NCc3ccccc3OC)c2C1=O
→ -11.0	-1.2	20.8	2.7	-0.2	0.5	-6.5	9.6	0.0
- Cc1ccc(-n2c(SCC(=O)NCc3ccco3)nc3c(sc4ccccc43)c2=O)cc1
→ -10.5	-36.7	11.3	15.1	-2.7	3.5	-15.8	-6.1	0.2
- CCOc1ccc(-n2cnnn2)cc1S(=O)(=O)N1CCC(C)CC1C (stereo not drawn)
→ 4.8	24.5	3.2	3.8	1.4	-0.9	-3.8	7.7	1.1
- CCC(C(=O)NC(C)(C)C)N(C(=O)Cn1nnc(-c2ccccc2F)n1)c1cnc2ccccc2c1 (stereo not drawn)
→ 6.8	8.7	19.9	-0.7	2.1	-0.9	11.2	0.6	1.0
- COc1ccc(OCC(=O)OCC(=O)NCc2ccco2)cc1
→ -21.8	38.0	15.4	6.0	1.1	-1.0	-5.4	-16.2	0.4
- Nc1cc(Cl)nc(N/N=C/c2ccc([N+](=O)[O-])cc2)n1
→ -6.9	3.4	-11.3	12.8	-0.3	2.9	-15.2	15.9	0.6
- CCCCCCCCCCCCCCCC(=O)NCCc1c[nH]c2ccccc12
→ 1.1	6.8	-5.3	-2.7	1.1	0.7	-0.7	-11.7	0.1
- COCCn1c(-c2ccc(OC(F)(F)C(F)C(F)(F)F)cc2)nc2c1c(=O)[nH]c(=O)n2CC(C)C (stereo not drawn)
→ 7.0	73.3*	53.0	0.5	-3.0	-1.1	30.9	28.8	-0.8
- O=C(O)CC(SCC(=O)Nc1ccccc1)C(=O)O (stereo not drawn)
→ -9.1	-1.3	11.9	-1.1	-2.3	1.4	12.9	-6.6	1.4
- C=CCn1c(=N)n(CC(=O)OCC)c2ccccc21
→ -4.8	22.6	-0.3	-3.9	0.8	-1.1	-8.6	-8.2	0.7
- COc1ccccc1N1C(=O)c2ccc(C(=O)Nc3nccs3)cc2C1=O
→ -12.6	17.0	-34.9	6.4	1.2	1.0	-11.4	-3.6	-0.1
- CCn1nnc(-c2ccc(N)cc2)n1
→ -7.7	4.7	20.6	-5.1	0.0	-0.5	-14.1	7.4	-0.3
- Cc1ccccc1CN(c1ccc(C(=O)NCc2ccccn2)cc1)S(C)(=O)=O
→ -13.3	-5.4	-2.7	-6.6	-1.0	0.0	-18.3	-3.7	1.7
- Cc1cccc(NC(=O)NNC(=O)c2c(Cl)c(C)nn2C)c1
→ -8.5	5.7	9.7	-0.6	1.3	0.5	-3.3	14.2	1.1
- Cc1nc(C)c(Oc2ccc(Cl)cc2Cl)c(=O)[nH]1
→ -9.7	1.7	12.0	.	1.6	0.7	-5.3	7.7	0.9
- O=C(O)COc1ccccc1/C=C1\SC(=Nc2ccc(F)cc2)N(c2ccc(F)cc2)C1=O
→ 1.8	-7.2	19.8	2.1	0.1	0.1	14.1	6.2	-0.2
- O=C(COC(=O)c1ccc(S(=O)(=O)N2CCCC2)cc1)Nc1ccc(F)cc1F
→ 2.8	-8.5	87.2*	-0.2	0.0	1.1	-18.5	-5.1	1.0
- COc1ccc(CSCC(=O)Nc2ccc(S(=O)(=O)N3CCCCCC3)cc2)cc1
→ -13.6	29.1	2.7	4.7	0.7	0.2	-10.7	10.5	0.7
- O=C(COc1ccc(S(=O)(=O)N2CCOCC2)cc1)Nc1ccc(Cl)c(C(F)(F)F)c1
→ -17.1	47.8	-25.1	-5.0	1.3	0.9	-11.1	9.4	-0.2
- CC(=O)c1c(C)nc(-c2ccccc2)nc1N
→ -14.9	-2.5	21.6	4.3	-0.3	1.4	12.3	-9.4	0.6
- Nc1ccc(Cl)c(NC(=O)c2cccs2)c1
→ 7.5	26.3	-11.4&-29.6	-2.9	-1.0	0.1	-17.3	-3.2	0.1
- CCOC(=O)[C@@H]1CCNC[C@@H]1c1ccccc1
→ -1.5	27.9	-14.8	1.6	0.3	1.2	-0.9	6.3	-0.4
- CCOC(=O)C(=O)/C(C#N)=C/Nc1ccc(F)cc1
→ -2.7	6.8	18.3	6.1	-1.5	-0.7	-12.7	-14.2	0.9
- O=C1C(Br)=Cc2cccc3cccc1c23
→ 10.6	16.7	-21.7	.	0.4	-1.0	-4.5	13.9	0.3
- Oc1sc(C=Nc2ccc(F)cc2)c2ccccc12
→ 1.5	64.5	2.2	2.5	2.6	1.6	1.0	-0.1	1.5
- CC1Cc2nc(SCC(=O)Nc3nccs3)n(C)c(=O)c2S1 (stereo not drawn)
→ -12.8	63.3	2.6	-0.9	-2.3	-0.5	18.8	0.7	-0.6
- Cc1nc(-c2ccccc2)sc1-c1nc(-c2cccs2)ncc1S(=O)(=O)c1ccccc1
→ -1.2	-86.3	3.7	0.7	0.1	1.1	-17.3	8.7	-0.9
- CC(=O)N1CCN(CCN=CC2=C(O)CC(c3cccs3)CC2=O)CC1 (stereo not drawn)
→ -2.6	28.9	3.4	2.5	-0.7	1.6	-9.2	6.3	0.2
- Cc1ccc(S(=O)(=O)N(CC(=O)NCCSCc2ccco2)c2ccc(F)cc2)cc1
→ -4.0	18.2	-4.7	1.9	-2.0	-0.9	4.9	-24.6	-0.5
- COc1ccc(-c2c(C)nn(Cc3ccccc3)c2N)cc1
→ -7.0	12.2	36.0	-1.7	-1.7	0.5	9.6	-5.4	-0.1
- CCOC(=O)c1nnn(-c2nonc2-n2cccc2)c1CN1CCOCC1
→ 4.3	-8.7	11.6	-1.2	-0.9	-0.6	-9.0	-11.4	1.4
- CCCc1cc(=O)oc2c(C)c3occ(C)c3cc12
→ -7.1	30.1	53.8	9.3	2.0	-1.3	-35.0	-9.9	-0.1
- Nc1ccccc1NC(=O)c1ccccc1
→ 11.8	19.2	18.5	3.7	-0.7	0.5	8.9	-3.3	-0.8
- O=C(c1cc2ccccc2oc1=O)N(Cc1cccc(Br)c1)C1CCS(=O)(=O)C1 (stereo not drawn)
→ -1.3	-9.9	12.8	.	-1.0	0.9	-12.6	-10.6	0.4
- OCCN1CCN(C(c2cccs2)c2ccc3cccnc3c2O)CC1 (stereo not drawn)
→ -4.4	.	-19.8	-3.1	-1.6	-1.1	5.2	11.2	0.4
- COc1cc2[nH]c(=O)n3nc(-c4ccccc4)nc3c2cc1OC
→ -11.2	-8.0	6.9	-1.4	0.1	-0.4	3.6	5.3	0.6
- C=CCOc1c(Br)cc(CNc2ccc(NC(=O)C(C)C)c(OC)c2)cc1OCC
→ -20.1	53.3	18.1	-1.5	-0.9	-0.5	-15.4	3.0	-0.1
- CCc1ccc(NC(=O)CN(c2cccc(C)c2)S(C)(=O)=O)cc1
→ 4.1	3.8	-0.7	0.4	0.1	-0.8	-15.6	-2.2	-0.2
- CCOc1cccc(CNn2cnnc2)c1OCc1ccccc1Cl
→ 5.0	1.9	-10.7&2.2	0.0	-2.6	0.9	18.1	-2.1	-0.1
- CN(Cc1cccc(Cl)c1Cl)c1ccc(S(=O)(=O)N2CCCCC2)cc1[N+](=O)[O-]
→ -8.2	15.1	-12.4	-1.2	-1.9	-0.2	6.7	-3.1	-0.2
- CCOC(=O)NC(=S)Nc1ccc(C(C)(C)C)cc1Br
→ 11.7	-36.2	4.3	.	1.1	1.6	10.2	-7.9	0.2
- CCC(=O)Nc1ccc(Cl)c(NC(=S)NC(=O)COc2ccccc2)c1
→ -23.4	0.7	-15.9	1.8	-0.3	1.9	-13.0	-7.8	0.4
